Screens from PubChem.
SENP8 block-1 = blocks the human protease SENP8 | AID 2540 | purified SENP8, Z-RLRGG-aminoluciferin cleavage, luminescence | 330,000 compounds, 1.2% hits | inhibition, % at 10 µM; in the data active = inhibition above about 50%
Target sequence (Q96LD8 whole entry, looked up): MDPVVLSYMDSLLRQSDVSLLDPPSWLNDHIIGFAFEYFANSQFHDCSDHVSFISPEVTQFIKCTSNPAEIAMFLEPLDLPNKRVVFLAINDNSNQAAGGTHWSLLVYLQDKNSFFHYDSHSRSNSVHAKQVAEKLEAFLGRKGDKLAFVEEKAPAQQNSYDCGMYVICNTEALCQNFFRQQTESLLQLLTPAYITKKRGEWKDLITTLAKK
SENP1 inh = inhibitors of human SENP1 SUMO protease catalytic domain; inhibition, % at 10 µM; recombinant SENP1 catalytic domain, CyPet-SUMO1-YPet FRET cleavage; 360,000 compounds, 0.21% hits;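 active = inhibition at least 30% at 10 µM, raw YFP signal under a set limit, fluorescence ratio 0.5 to 1.5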;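 note: 0% = enzyme with DMSO and 100% = no enzyme wells; some results filed as inactive read as strong as hits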
Target sequence (Q9P0U3 419-644 limits assumed): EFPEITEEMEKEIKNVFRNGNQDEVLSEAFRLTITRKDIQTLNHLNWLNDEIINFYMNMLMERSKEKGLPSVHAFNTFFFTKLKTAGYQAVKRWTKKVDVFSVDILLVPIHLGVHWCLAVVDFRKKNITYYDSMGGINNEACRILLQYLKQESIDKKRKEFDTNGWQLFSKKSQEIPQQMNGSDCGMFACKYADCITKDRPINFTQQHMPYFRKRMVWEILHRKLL
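Test system: recombinant human SENP1 catalytic domain, His6-tagged / Medium: pH 8 Tris buffer with EDTA, NaCl, BME, BSA, NP40, catalase / Also added: SUMO1 FRET substrate flanked by Cypet and Ypet, 25 nM / Times: 50 min reaction at room temperature / Signal: FRET, CFP and YFP emission / Control set: no-enzyme low control and enzyme-plus-DMSO high control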
SENP6 block = inhibitors of human SENP6 protease; inhibition, % at 10 µM; 330,000 compounds, 1.8% hits; Q9GZR1; Recombinant SENP6 catalytic domain, aminoluciferin luminescence;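 active = inhibition above about 50% at the single tested dose, limit read from the data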;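 note: plate controls were DMSO wells with enzyme for no effect and DMSO wells lacking enzyme for full effect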
SENP8 block-2 = blocks human SENP8 cleavage of Nedd8 substrate; Q96LD8; recombinant SENP8, Nedd8 substrate fluorescence; inhibition, % at 20 µM; 360,000 compounds, 0.64% hits; AID 602440; in the data active = inhibition mostly above about 40%, no sharp cut-off; inactive = mostly below about 27%
PfG6PD inh = PfG6PD (Plasmodium falciparum) enzyme inhibition. PfGluPho enzyme, NADPH resazurin-diaphorase fluorescence. 350,000 compounds, 0.78% hits. AID 504690. inhibition, % at 20 µM;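 active = inhibition reaching at least a set limit at 20 µM in the primary screen, cut at about 59% in these data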;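 note: 0% = DMSO wells with substrate and 100% = DMSO wells lacking glucose-6-phosphate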
SENP7 inh = blocks the human protease SENP7; recombinant SENP7, Z-RLRGG-aminoluciferin luminescence, 40 min; inhibition, % at 5 µM; 330,000 compounds, 1.5% hits; Q9BQF6;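 active = inhibition above about 50% at the single test dose, limit read from the data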;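 note: plate controls were DMSO with enzyme for no effect and no enzyme buffer wells for full effect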
Target sequence (Q9BQF6 706-1050 limits assumed): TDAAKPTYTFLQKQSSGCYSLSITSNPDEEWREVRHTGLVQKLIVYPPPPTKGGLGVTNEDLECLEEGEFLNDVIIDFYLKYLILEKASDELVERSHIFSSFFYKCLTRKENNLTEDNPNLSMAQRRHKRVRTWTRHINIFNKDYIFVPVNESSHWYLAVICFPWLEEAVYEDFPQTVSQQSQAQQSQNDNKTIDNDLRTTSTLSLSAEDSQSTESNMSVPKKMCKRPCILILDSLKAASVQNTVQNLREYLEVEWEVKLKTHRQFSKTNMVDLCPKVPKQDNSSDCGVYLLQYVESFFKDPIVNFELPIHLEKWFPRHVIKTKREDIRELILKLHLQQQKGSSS
Apaf-1 inh = inhibitors of human Apaf-1 apoptosome. inhibition, % at 20 µM. 330,000 compounds, 0.71% hits. O14727. reconstituted apoptosome caspase-3 activity, DEVD-Rh110 fluorescence. AID 489030; active = inhibition of at least 40% at 20 µM;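 note: plate controls were DMSO wells for no effect and DEVD-CHO caspase inhibitor wells for full effect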
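Medium: Hepes buffer, pH 7.5 / System: biochemical Apaf-1 apoptosome reconstitution / Measured by: Rh110 fluorescence, excitation 480 nm, emission 540 nm / Times: compound with Apaf-1, dATP, procaspase-3 30 min, then 50 min reaction, room temperature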
HKDC1 inh = blocks human hexokinase HKDC1 activity. Q2TB90. recombinant HKDC1, G6PDH/diaphorase resazurin coupled fluorescence. inhibition, % at 20 µM. 340,000 compounds, 0.16% hits;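 active = inhibition above about 35% when tested at 20 µM, limit read from the data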;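 note: plate controls were DMSO wells with enzyme for no effect and DMSO wells lacking enzyme for full effect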
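Incubation: 90 min at room temperature in dark / Material: recombinant HKDC1 (HK5) hexokinase enzyme, produced in-house / Quantity: enzyme 5 µg/mL final / Compound: one dose of 20 µM, 1% DMSO / Reagent: glucose and ATP substrates / Buffer or medium: Tris pH 8.0 buffer with MgCl2, Tween-20, BSA, BME / Technique: resorufin fluorescence at 613 nm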
* hit, by the source's call; · = not tested or not shown.

molecule	SENP1 inh	SENP8 block-2	SENP8 block-1	PfG6PD inh	Apaf-1 inh	SENP6 block	HKDC1 inh	SENP7 inh
NS(=O)(=O)c1ccc(CNC(=O)c2cccc(Oc3ccccc3)c2)cc1	1	2	0	-9	9	8	2	5
CC(C)Cc1nnc(NC(=O)CSc2ccccn2)s1	0	18	-10	-14	0	5	-5	-3
CCNC(=S)N1CCN(CCN=CC2=C(O)CC(c3ccco3)CC2=O)CC1 (stereo not drawn)	0	9	-3	-7	1	0	-7	-4
CC12CCCCC1C(C(N)=O)C(=O)O2 (stereo not drawn)	0	15	·	-6	·	·	-2	·
COc1ccccc1N(CC(=O)NCC1CCCO1)C(=O)CCC(=O)Nc1nccs1 (stereo not drawn)	3	3	1	2	10	-7	-5	6
C=C1CCN([C@@H](C)C(=O)OCc2cccc(C)c2)S(=O)(=O)c2ccccc21	1	15	-8	9	18	-21	8	0
Cc1ccc(-c2csc3ncnc(NCCC(=O)O)c23)cc1	-4	3	-7	8	7	-4	-2	-6
O=C(COC(=O)c1ccc(Br)o1)c1ccc(S(=O)(=O)N2CCCCC2)cc1	2	4	-13	-1	6	-14	-3	-10
CCc1ccccc1N=C1SCC(=O)N1C	1	15	-1	7	-6	-18	-1	3
CC1CC(C)CN(C(=O)COC(=O)C2CCN(S(=O)(=O)c3ccc4c(c3)OCCO4)CC2)C1 (stereo not drawn)	1	10	0	-8	10	-13	-3	-4
COc1ccc(NC(=O)CN(C2CCCCC2)S(C)(=O)=O)cc1OC	-1	22	6	-8	1	3	0	-2
Cc1ccc(C(=O)NCC(=O)OC(C)C(=O)NCCC2=CCCCC2)cc1C (stereo not drawn)	3	22	-1	-11	6	-8	-9	-10
CCOC(=O)C1CCN(S(=O)(=O)c2csc(C(N)=O)c2)CC1	2	-1	3	0	5	-4	4	9
O=C1C/C(=C\c2c(F)cccc2Cl)N2CCC1CC2	0	1	3	6	-12	-9	-12	4
CC(C)c1nc(N2CCN(C(=O)c3ccco3)CC2)c2c3c(sc2n1)CCCC3	-3	-137	-1	18	18	0	4	2
O=C(Cn1cnc2c(nnn2Cc2ccc(Cl)cc2)c1=O)OCc1ccccc1	0	10	8	-5	2	-10	-2	-3
COc1cccc(N2CCN(C(=S)Nc3cc(C)cc(C)c3)CC2)c1	2	10	-1	2	10	-3	-5	-10
CC(Sc1nnc(C2CC2)n1C1CC1)C(=O)Nc1ccc(C(N)=O)cc1 (stereo not drawn)	0	9	5	-7	1	-17	-3	1
O=C(CCNc1cccc(F)c1)c1cc2ccccc2o1	-3	3	0	11	10	2	4	6
COCCNC(=O)C/C(C)=N/NC(=O)C(=O)NC1CCCCC1	1	7	0	9	3	-19	-14	-5

An excerpt from above in order of their number in SENP7 inh, high to low.
SMILES	SENP1 inh	SENP8 block-1	PfG6PD inh	SENP6 block	HKDC1 inh	SENP7 inh
C=C1CCN([C@@H](C)C(=O)OCc2cccc(C)c2)S(=O)(=O)c2ccccc21	1	-8	9	-21	8	0
CC1CC(C)CN(C(=O)COC(=O)C2CCN(S(=O)(=O)c3ccc4c(c3)OCCO4)CC2)C1 (stereo not drawn)	1	0	-8	-13	-3	-4
Cc1ccc(C(=O)NCC(=O)OC(C)C(=O)NCCC2=CCCCC2)cc1C (stereo not drawn)	3	-1	-11	-8	-9	-10

Remaining list, next part:
molecule	SENP1 inh	SENP8 block-2	SENP8 block-1	PfG6PD inh	Apaf-1 inh	SENP6 block	HKDC1 inh	SENP7 inh
Cc1nn(C(=O)c2cc3sccc3[nH]2)c(C)c1C	-4	-55	6	6	-10	7	-6	5
NS(=O)(=O)c1cccc(NC(=O)COC(=O)Cc2ccc(S(=O)(=O)N3CCOCC3)s2)c1	-12	-1	·	-3	·	·	4	·
Cc1ccc(-c2nc(CS(=O)CC(=O)NCCN3CCCC3)c(C)o2)cc1 (stereo not drawn)	-4	11	-3	6	3	7	0	-1
CC(C)N(C(=O)[C@H]1C[C@H](CC(=O)NCCc2ccccn2)C(=O)N2CCc3c([nH]c4cc(-c5ccco5)ccc34)[C@]12C)C(C)C	-11	-333	·	24	34	·	-3	3
Clc1ccccc1CN1CCN(/N=C/c2ccncc2)CC1	-1	9	3	9	-5	3	0	-2
CC(=O)Nc1c(C)nn(C(C)=O)c1C	1	32	-3	0	8	9	-7	0
N=c1sccn1CC(=O)Nc1cccc(Oc2ccccc2)c1	-1	10	4	9	8	-3	-3	7
CC1=C(C(=O)OCc2ccccc2)C(c2ccc(-c3ccccc3)cc2)NC(=O)N1CCCC(=O)O (stereo not drawn)	·	·	0	·	5	-10	·	-4
CCN(CC)S(=O)(=O)c1cc(NC(=O)Cn2cnc3ccccc3c2=O)ccc1C	1	2	0	-10	-3	-4	-2	4
C/C(NC(=O)c1cccc(F)c1)=C1/C(=O)C[C@@H]2[C@H]1C2(C)C	0	-2	-11	5	11	-43	1	4
CCOc1ccc2c(c1)OC(c1ccccc1)(C(F)(F)F)NC2=O (stereo not drawn)	-1	8	-7	2	5	5	-11	-2
c1cncc(CNc2c3c(nc4nnnn24)CCCC3)c1	0	16	3	0	3	-2	0	-2
O=C(NC1=NCCS1)c1csc2ccccc12	1	-1	60*	18	-7	81*	-2	73*
COCC(=O)NC1(c2nnnn2CCOC(=O)Nc2ccc(Cl)cc2)CCCCC1	1	-1	1	-4	5	-21	2	0
O=S(=O)(Nc1cc(Cl)ccn1)c1ccc(Cl)cc1	2	-2	-11	-9	-2	-29	-5	-6
COc1ccc(N2CCN(C(=O)Nc3ccccc3Cl)CC2)cc1	0	8	-6	-22	11	-9	10	-6
CN(C)c1ccccc1C(=O)N1CCC(n2nccc2NC(=O)C2CC2)CC1	0	-27	7	11	-3	1	-1	-7
COc1ccc(CCN2C(=O)C3C4CC(C5C(C(=O)NN)=NOC45)C3C2=O)cc1OC (stereo not drawn)	1	8	-7	-3	-312	-11	-7	-11
Cc1ccc(NC(=O)C(Nc2cccc(C)c2)c2ccccc2)cc1 (stereo not drawn)	-1	15	-1	19	3	8	14	9
CCCc1cc(=O)[nH]c2nnc(SCC(=O)Nc3nnc(SCC)s3)n12	3	-7	1	-12	8	-14	-1	-7
COc1ccc([N+](=O)[O-])cc1NC(=O)CCc1ccccc1	1	17	-1	23	0	-2	-7	8
Cc1ccc2c(c1)c(N=Nc1cccc(C(=O)O)c1)c(O)n2C	10	30	-12	-5	-5	-14	0	1
COc1ccc(CCn2c(C(C)C)nc3oc4ccccc4c(=O)c3c2=O)cc1	-1	-8	-3	-7	11	-15	-1	3
Cc1ccc(Cn2cccc(-c3nc4ccccc4s3)c2=O)cc1	-127	-260	-5	-10	7	-5	1	0
O=C(c1ccc(Br)o1)N(c1ccccn1)C1CCCCC1	3	8	1	-16	3	9	5	1
COc1cccc(N=C2SC(CC(=O)Nc3ccccc3)C(=O)N2Cc2ccccn2)c1 (stereo not drawn)	-1	26	3	25	9	-6	-1	-9
O=c1cc(-c2ccccc2Cl)oc2c(Br)ccc(O)c12	0	-186	-3	-26	4	-17	0	-5
Cc1c(NC(=O)CCSCCc2ccccn2)cccc1[N+](=O)[O-]	1	2	2	8	-6	2	-6	-1
O=C(Nc1ccccc1)c1ccccc1OCC(O)CN1C(=O)c2ccccc2S1(=O)=O (stereo not drawn)	2	14	1	-3	23	16	-7	10
O=C(CNS(=O)(=O)c1c(F)cccc1F)NC1CCCc2ccccc21 (stereo not drawn)	1	6	5	-13	-6	13	-5	4
COc1ccc(CCNC(=O)c2cn(C)c3ccc(S(=O)(=O)N4CCOCC4)cc3c2=O)cc1OC	3	10	5	-6	7	12	5	2
CC(=O)NC(C(=O)NCC(N)=O)C(C)C (stereo not drawn)	3	35	-12	-11	4	-4	8	-7
NC(=Nc1ccc(N)cc1)C(N)=Nc1ccc(N)cc1	5	21	11	5	3	-5	-3	-4
Cc1[nH]c(=O)[nH]c(=O)c1S(=O)(=O)Nc1ccc(F)cc1F	0	4	-8	-1	-265	-4	-6	-1
C(=N\N1CCN(c2ccccc2)CC1)/c1ccccc1	2	12	-15	-6	0	-15	-6	-3
NC(=O)COC(=O)C1CSC2(c3ccc(F)cc3)CCC(=O)N12 (stereo not drawn)	0	10	-12	-1	0	-6	-5	-8
NNC(=O)c1nc(-c2ccccc2)n2c1CCCCC2	-1	11	8	-3	5	1	-13	23
C=CCn1c(SCC(=O)Nc2cc(C)on2)nc2c([nH]c3ccccc32)c1=O	-85	-34	6	-8	-3	5	-8	-8
CN(CC(=O)Nc1ccccc1C(F)(F)F)C(=O)c1cc([N+](=O)[O-])ccc1N1CCOCC1	1	14	9	6	5	-2	-3	-1
COc1ccc(Br)cc1CN1C(=O)NC2(CCCCCC2)C1=O	1	9	-11	-11	21	-28	-3	-10
CCOC(=O)Cc1csc(NS(=O)(=O)c2ccc(SC)cc2)n1	1	3	-6	-15	12	-4	-6	-4
CC(=O)n1nc(-c2ccco2)nc1N	0	14	0	4	-16	-3	-6	2
CCCn1c(N)c(N(CCOC)C(=O)c2cc(C)cc(C)c2)c(=O)[nH]c1=O	1	1	1	2	1	23	-6	4
CC(=O)C[C@H](O)CC(=O)[C@@H]1OC(=O)CCCCCCCCc2ccccc21	-2	14	-7	0	19	-7	0	-10
CN(C)C=Nc1ncc2c3ccccc3n(CCN(C)C)c2c1C#N	-3	-424	-7	6	13	3	9	5
CN1CCC(OC(=O)C23CCC(C)(C(=O)O2)C3(C)C)CC1 (stereo not drawn)	2	16	2	3	-18	-10	-8	9
CC(NC(=O)COC(=O)c1ccc(Cl)cc1O)c1ccc(F)cc1 (stereo not drawn)	3	-61	8	10	-10	16	-6	10
COc1ccccc1Nc1nc(N)nc(CSc2nccn2C)n1	1	9	-6	-18	-8	-9	13	-3
COc1cccc2cc(C(N)=O)/c(=N/NC(=O)COc3ccc(Cl)cc3)oc12	·	·	6	·	-13	-3	·	1
CC(C)N1CCN(Cc2cc(F)ccc2-n2cccn2)CC1CCO (stereo not drawn)	2	1	-3	-3	8	-5	-9	2

Next part:
molecule	SENP1 inh	SENP8 block-2	SENP8 block-1	PfG6PD inh	Apaf-1 inh	SENP6 block	HKDC1 inh	SENP7 inh
COc1ccc(S(=O)(=O)N2CCCN(CC(=O)Nc3ccc(OC)c(Cl)c3)CC2)cc1	0	34	-7	13	11	-16	10	8
Cc1cc(=O)[nH]c(=S)[nH]1	3	1	1	-1	-4	1	-8	2
O=C(COc1nsnc1N1CCOCC1)Nc1ccc([N+](=O)[O-])cc1	0	14	0	2	-4	-17	-6	-4
CCCC(=O)Nc1cnc(NC(=O)c2cccc(F)c2)cc1C	2	16	53*	11	-2	82*	-4	79*
COc1cc(/C=N/NC(=O)CSc2cc(C)c(Br)cc2C)ccc1O	-2	3	9	-5	10	-5	2	5
CCN(Cc1ccccc1)C(=O)c1cccc(OC2CCN(C(=O)C3CC3)CC2)c1	1	10	-2	-14	12	7	3	4
Cc1ccc(C(=O)Nc2c(C)cc(-c3ccccc3)oc2=O)cc1	0	-62	-2	-11	2	-19	-5	-2
Cc1oc(-c2ccc(Cl)cc2)cc1-c1nn2c(-c3ccoc3C)nnc2s1	-5	5	-7	31	35	-57	0	-8
